# Compound activity deposited in PubChem by National Center for Advancing Translational Sciences (NCATS).
# TDP1 inh – qHTS Assay for Inhibitors of Tyrosyl-DNA Phosphodiesterase (TDP1); recombinant TDP1, AlphaScreen DNA substrate cleavage; Potency, µM (titrated, usually from 130 µM), without a hit: at the top dose activity change, negative = inhibition, hits mostly inhibitors; 350,000 tested, 0.28% active; AID 485290, 2010; also: nearly all actives have a fitted effect of over 40% in size
# Target sequence (Q9NUW8 whole entry, looked up): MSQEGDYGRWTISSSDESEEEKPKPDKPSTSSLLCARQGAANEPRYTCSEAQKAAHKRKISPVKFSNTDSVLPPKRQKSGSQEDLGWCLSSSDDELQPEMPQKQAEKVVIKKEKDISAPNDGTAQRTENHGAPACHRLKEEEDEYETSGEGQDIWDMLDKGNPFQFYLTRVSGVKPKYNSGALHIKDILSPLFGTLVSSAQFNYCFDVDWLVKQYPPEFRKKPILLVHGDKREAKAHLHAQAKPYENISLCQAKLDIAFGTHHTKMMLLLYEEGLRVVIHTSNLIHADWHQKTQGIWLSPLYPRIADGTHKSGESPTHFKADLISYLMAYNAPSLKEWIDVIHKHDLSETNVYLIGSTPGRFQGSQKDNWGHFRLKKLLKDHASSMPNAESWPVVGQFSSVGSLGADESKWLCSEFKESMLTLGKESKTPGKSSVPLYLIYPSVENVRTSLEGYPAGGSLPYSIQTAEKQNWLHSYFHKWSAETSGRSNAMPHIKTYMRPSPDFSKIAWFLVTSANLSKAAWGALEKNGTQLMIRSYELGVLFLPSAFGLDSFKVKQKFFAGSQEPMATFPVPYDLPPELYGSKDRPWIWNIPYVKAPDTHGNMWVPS
#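 E. coli-derived human Tdp1, 1 nM final. Cpd preinc 15 min RT; substrate 15 nM final, 5 min RT; AS bead mix 10 ug/ml final, 10 min RT. Signal loss = tyrosine-FITC cleavage. No-enzyme wells = max signal.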
# DT40 TDP1 CPT – qHTS for Inhibitors of human tyrosyl-DNA phosphodiesterase 1 (TDP1): qHTS in cells in presence of CPT | chicken DT40 Tdp1-/-;hTDP1 cells + 20 nM CPT, ATP luminescence, 48 h | Potency, µM (doses to about 46.2 µM), for the others: at the top dose activity change, negative = growth inhibition, actives largely listed as inhibitors | 420,000 tested, 12% active; also: nearly all actives have a fitted effect of over 55% in size
#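 Cell growth measured by CellTiter-Glo luminescence after a minimum 48 h, 37 C compound exposure with 20 nM CPT in Tdp1-knockout DT40 cells stably expressing hTDP1, seeded 400/well; qHTS titration format.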
# TDP1 cell noCPT – qHTS for Inhibitors of human tyrosyl-DNA phosphodiesterase 1 (TDP1): qHTS in cells in absence of CPT; DT40 Tdp1-/- hTDP1 cells, no CPT, ATP luminescence, 48 h; Potency, µM (highest dose often 46.2 µM), inactives show top-dose activity change, negative = growth inhibition, most hits filed as inhibitors; 420,000 tested, 15% active; also: nearly all actives have a fitted effect of over 55% in size
#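 Readout: luminescence from CellTiter-Glo after 30 min in the dark at RT. Cells: DT40 Tdp1-/- with stable hTDP1, 400/well. Exposure: compounds alone, ≥48 hr, 37 °C.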
# An asterisk follows results filed as active; u = inconclusive; x = not tested or not shown; & = joins results of further samples; [ ] = remark or other dose. Calls follow the shape of the dose curve; as a rule, active = well fitted curve in the direction sought with a large enough effect; inconclusive = small, poorly fitted or top-dose-only effect, or another doubt; inactive = no such curve, though single readings can be large; an effect the other way counts as inactive or inconclusive. % is scaled to controls: 0 for no effect and ±100 for the full control effect; potency is read from the fitted curve at half-maximal effect.
entry | SMILES | TDP1 inh | DT40 TDP1 CPT | TDP1 cell noCPT
1 | C#CCN[C@@H]1CCc2ccccc21 | x | 2% | -6%
2 | Cc1ccc(C(=O)NCCCNC(=O)c2ccc(C)nc2)cc1 | 3% | -12% | 3%
3 | Oc1ccc(N2CCN(C(c3cccnc3)c3nnnn3Cc3ccccc3)CC2)cc1 (stereo not given) | 1% | u | 18µM*
4 | Clc1ccc2nc(N3CCN(c4ccccc4)CC3)sc2c1 | 6%[56.1 µM] | -20% | -19%
5 | COCc1c(C(=O)N2CCN(C3CCCCC3)CC2)cnn1-c1ncc(C)c(-c2cccs2)n1 | x | 2%[9.04 µM] | -5%
6 | CCOC(=O)c1nnn(-c2nonc2N)c1CN(C)C1CCCCC1 | 4% | -17% | -26%
7 | CCC(Oc1ccccc1)C(=O)Nc1cc(-c2ccccc2OC)nn1-c1ccccc1 (stereo not given) | 3% | u | 23µM*
8 | CCCCn1c(N)c(N(CCOC)C(=O)CN2C(=O)C3CCCCC3C2=O)c(=O)[nH]c1=O (stereo not given) | 1% | -30% | 13%
9 | CCOP(=O)(OCC)C(Nc1ccc([N+](=O)[O-])cc1)c1ccc(Cl)cc1 (stereo not given) | 6% | -22% | u
10 | CCCCC(C(=O)NC(C)c1ccccc1)C(=O)NC(C)c1ccccc1 (stereo not given) | x | -12% | u
11 | CCOc1ccc(NC(=O)CN(C)C(=O)C2(c3ccccc3)CC2)cc1OCC | x | 14% | 5%
12 | COC(=O)c1ccc(OCC(=O)c2ccccc2)cc1 | 0% | -3% | u
13 | CC1=CC(C)C(=O)N(C)C(C)=C1 (stereo not given) | x | 24% | 0%
14 | Cc1oc(/N=C/c2ccccc2O)c(C#N)c1C | -5% | -10% | -12%
15 | CCCn1c(C)cc(-c2csc(N)n2)c1C | -5% | -16% | -28%
16 | O=C(CCCC(=O)NN=Cc1ccccc1Cl)NN=Cc1ccccc1Cl | x | 16µM* | 16µM*
17 | COCCOc1cc(NCc2ccccc2)c2ncn(C(C)C)c2c1 | 11% | u | -11%
18 | Cc1nc2c(C)cccn2c1C(=O)N/N=C/c1ccccc1[N+](=O)[O-] | 5% | 3% | u
19 | Cc1cc2oc(=O)cc(CN3CCC(C)CC3)c2c(C)c1Cl | 5% | -1% | -28%
20 | Cc1cc(C(=O)Nc2ccccc2C(=O)O)ccc1NC(=O)COc1ccccc1Cl | 2% | -24% | u
21 | CCCCSc1nc2ccccc2n1CC(=O)O | 9% | u | 0%
22 | O=C(Cc1ccccc1)NS(=O)(=O)c1ccccc1 | x | -11% | -13%
23 | CC(C)CC(=O)N1CCN(Cc2ccccc2Br)CC1 | 5% | 1% | 0%
24 | NNC(=O)C1CCCn2c1nc1sc3c(c1c2=O)CCCC3 (stereo not given) | 4% | 9% | 2%
25 | O=C(C1CCN(c2ccc(N3CCOCC3)nn2)CC1)N1CCc2ccccc2C1 | 4% | u | -11%
26 | CCCn1cnc2c(c1=O)c1nc3ccccc3nc1n2CCc1ccccc1 | 4% | u | u
27 | Cn1cnc2c(NCc3ccccc3)nc(NCCO)nc21 | 9%[56.1 µM] | u | u
28 | COc1ccc(CNC(=O)C2CC(=O)N(c3ccc(OCC(=O)N4C(C)CCCC4C)cc3)C2)cc1 (stereo not given) | 0% | -3% | u
29 | CN1CCN(C(=O)Cn2ncc3c([nH]c4ccccc43)c2=O)CC1 | 0% | 0% | -5%
30 | CCC(NC(=O)c1ccccc1NC(=O)c1ccccc1)C(=O)NNC(=O)c1cccnc1 (stereo not given) | 4% | 3% | -7%
31 | CC1CCN(C(=O)c2[nH]cnc2C(=O)Nc2nccs2)CC1 | 1% | 4% | -10%
32 | O=C(Nc1cccc2nsnc12)c1ccc2c(c1)OCCO2 | -5% | u | -30%
33 | COc1ccc(CNC(=O)C(c2ccccc2F)N(C(=O)c2csnn2)C2CC2)cc1 (stereo not given) | -3% | 21µM* | u
34 | O=C(Nc1nn[nH]n1)c1cc(-c2ccc(Cl)c(Cl)c2Cl)nc2ccccc12 | 3% | 2% | 1%
35 | COc1ccc(NS(=O)(=O)c2cc(N)ccc2N2CCOCC2)cc1 | x | -2% | -12%
36 | COCCn1nnnc1CN(CCc1ccc(OC)c(OC)c1)Cc1cc2ccc(C)cc2[nH]c1=O | 1% | u | -12%
37 | Cc1nc2scc(C)n2c(=O)c1S(=O)(=O)NCc1ccccc1Cl | -4%&2% | -16%&-15% | 13%&2%
38 | COC(=O)C1=C(C)NC(=O)NC1c1ccc(-c2ccc(Cl)cc2)o1 (stereo not given) | 6% | -28% | u
39 | Cc1ccc(S(=O)(=O)N2CCCC2C(=O)NCc2ccccc2F)cc1 (stereo not given) | -1% | 6% | 8%
40 | CSc1nc2ccc(S(=O)(=O)Nc3c(C)n(C)n(-c4ccccc4)c3=O)cc2s1 | 2% | u | -29%

# Shown with two lines to a compound: three of the compounds above
# Value order – TDP1 inh | DT40 TDP1 CPT | TDP1 cell noCPT
33) COc1ccc(CNC(=O)C(c2ccccc2F)N(C(=O)c2csnn2)C2CC2)cc1 (stereo not given)
  -3% | 21µM* | u
34) O=C(Nc1nn[nH]n1)c1cc(-c2ccc(Cl)c(Cl)c2Cl)nc2ccccc12
  3% | 2% | 1%
35) COc1ccc(NS(=O)(=O)c2cc(N)ccc2N2CCOCC2)cc1
  x | -2% | -12%

# Continuation.
entry | SMILES | TDP1 inh | DT40 TDP1 CPT | TDP1 cell noCPT
41 | CCC(=O)Nc1cc(-c2nn3c(C)nnc3s2)ccc1C | 0% | 17% | 11%
42 | Cc1ccc(NC(=O)C2C(C(=O)O)C3C=CC2C32CC2)cc1 (stereo not given) | 5% | 3% | -16%
43 | COc1cccc(OC)c1OCC(O)CN1CCN(c2ccccc2)CC1 (stereo not given) | 6% | u | -27%
44 | O=S(=O)(Nc1nc(SCc2ccc(Cl)cc2)n[nH]1)c1ccccc1 | -1% | u | u
45 | CC12C=CC3(CN(Cc4ccccc4)C(=O)C3C1C(=O)NC1CC1)O2 (stereo not given) | -5% | -11% | -2%
46 | CCOc1ccc(C(=O)Nc2ccc(C(=O)N3CCOCC3)cc2)c(OCC)c1 | 4% | u | 13µM*
47 | COc1cccc(C2NC(=O)CCC2[N+](=O)[O-])c1 (stereo not given) | x | 51%[activator] | -7%
48 | O=[N+]([O-])c1cc([N+](=O)[O-])c(Oc2ccc(F)cc2)cc1NN1CCCCC1 | x | -14% | -8%
49 | CCCCn1nnnc1SCC(=O)c1cc(Cl)ccc1OC | -12% | -16% | -15%
50 | CC(=O)OC(C(=O)N1CCN(c2ccc(F)cc2)CC1)c1ccccc1 (stereo not given) | -4% | -3% | -19%
51 | COc1ccc(C)cc1NC(=O)C(=O)NCC(c1cccnc1)N1CCc2ccccc21 (stereo not given) | -3% | u | 15µM*
52 | Cn1cc(C(=O)C(=O)N2CCN(c3ccccc3)CC2)c2ccccc21 | 3% | -5% | -2%
53 | CN1/C(=C\C(=O)COC(=O)CNC(=O)c2ccccc2F)C(C)(C)c2ccccc21 | 1% | 13% | -15%
54 | O=S(=O)(Nc1ncnc2c1oc1ccccc12)c1ccc(Cl)s1 | 4% | -19% | -27%
55 | COc1cccc(CNC(=O)CCC(=O)n2ncc3cc(C)ccc32)c1OC | x | -10% | 2%
56 | CC1=C(C(=O)N2CCOCC2)CC(CC(=O)NCCc2ccccn2)C(=O)N1CCC1=CCCCC1 (stereo not given) | x | -13% | -4%
57 | CCOC(=O)C1CCCN(c2cc(C)nc3cc(-c4ccc(F)cc4)nn23)C1 (stereo not given) | 3% | 23µM* | 23µM*
58 | CCN(CC)S(=O)(=O)c1cc(NC(=O)CNc2cccc(S(=O)(=O)N3CCOCC3)c2)ccc1C | -8%[0.505 µM] | 5.2µM* | 2.1µM*
59 | CCOC(=O)N1CCN(C(=O)CNC(=O)C23CC4CC(CC(C4)C2)C3)CC1 | 2% | 4% | 0%
60 | O=C(Nc1ccc2c(c1)OCO2)c1noc2c1CCCCC2 | 4% | u | u
61 | CCOc1cc(C2NC(=O)NC(O)(C(F)(F)F)C2C(=O)c2ccccc2)ccc1OC (stereo not given) | 7% | -28% | -3%
62 | O=C1CSC(=S)N1/N=C/c1ccc2c(c1)OCCO2 | x | u | u
63 | O=C1CC(/C=C/c2ccccn2)=Nc2ccccc2N1 | 5% | u | 15µM*
64 | O=C(CC(=O)N/N=C\c1ccc([N+](=O)[O-])cc1)NCCc1ccccc1 | 4% | -4% | -2%
65 | Brc1ccc(-c2csc(-c3nc(-c4ccc(Br)s4)cs3)n2)cc1 | 7% | 5% | -13%
66 | COc1cc(NCCC(=O)c2cccs2)c(OC)cc1Cl | 12% | 3.7µM* | 4.6µM*
67 | CC1(C)CC(=O)C=C(NCc2cccnc2)C1 | 0% | 9% | 2%
68 | COc1cccc(CN(C)C(=O)c2ccc3c(=O)n4c(nc3c2)CCC4)c1 | x | -8% | -2%
69 | COC(=O)[C@H](Cc1ccccc1)NC(=O)N1CCC(C)CC1 | 1% | -24% | 0%
70 | CC(O)CNc1ncnc2cc(-c3ccc(F)cc3)sc12 (stereo not given) | 4% | u | u
71 | CCCCC(=O)Nc1cccc(NC(=O)c2ccc(Br)o2)c1 | -2% | -28% | u
72 | CN(Cc1c(F)cccc1Cl)C(=O)c1ccc(NC(=O)CC2SC(N3CCCC3)=NC2=O)cc1 (stereo not given) | 0% | u | 18µM*
73 | CC(=O)Nc1c(O)nc(SCC(=O)Nc2nnc(SCc3ccccc3)s2)[nH]c1=O | 3% | 31%[activator] | 28%
74 | COc1ccccc1CCNC(=O)C(C)Sc1nc(-c2ccccc2)cc(C(F)(F)F)n1 (stereo not given) | 2% | 16µM* | 15µM*
75 | COc1ccc(NC(=O)c2c(NC(=O)CNCc3ccco3)sc3c2CCC3)c(OC)c1 | 3% | u | 21µM*
76 | COc1ccc(Oc2c(C(F)(F)F)oc3cc(OCC(=O)O)ccc3c2=O)cc1 | x | -4% | 9%
77 | COc1ccc(N2C(=O)[C@@H]3[C@H](C2=O)[C@H]2c4ccccc4C=CN2[C@@H]3C(C)=O)cc1 | 7% | u | 16µM*
78 | CC1CCN(C(=O)CSc2c3c(nc4cc(Cl)ccc24)CCCC3)CC1 | 9% | u | u

# Among those listed so far, eleven have fluorine:
entry | SMILES | TDP1 inh | DT40 TDP1 CPT | TDP1 cell noCPT
33 | COc1ccc(CNC(=O)C(c2ccccc2F)N(C(=O)c2csnn2)C2CC2)cc1 (stereo not given) | -3% | 21µM* | u
39 | Cc1ccc(S(=O)(=O)N2CCCC2C(=O)NCc2ccccc2F)cc1 (stereo not given) | -1% | 6% | 8%
48 | O=[N+]([O-])c1cc([N+](=O)[O-])c(Oc2ccc(F)cc2)cc1NN1CCCCC1 | x | -14% | -8%
50 | CC(=O)OC(C(=O)N1CCN(c2ccc(F)cc2)CC1)c1ccccc1 (stereo not given) | -4% | -3% | -19%
53 | CN1/C(=C\C(=O)COC(=O)CNC(=O)c2ccccc2F)C(C)(C)c2ccccc21 | 1% | 13% | -15%
57 | CCOC(=O)C1CCCN(c2cc(C)nc3cc(-c4ccc(F)cc4)nn23)C1 (stereo not given) | 3% | 23µM* | 23µM*
61 | CCOc1cc(C2NC(=O)NC(O)(C(F)(F)F)C2C(=O)c2ccccc2)ccc1OC (stereo not given) | 7% | -28% | -3%
70 | CC(O)CNc1ncnc2cc(-c3ccc(F)cc3)sc12 (stereo not given) | 4% | u | u
72 | CN(Cc1c(F)cccc1Cl)C(=O)c1ccc(NC(=O)CC2SC(N3CCCC3)=NC2=O)cc1 (stereo not given) | 0% | u | 18µM*
74 | COc1ccccc1CCNC(=O)C(C)Sc1nc(-c2ccccc2)cc(C(F)(F)F)n1 (stereo not given) | 2% | 16µM* | 15µM*
76 | COc1ccc(Oc2c(C(F)(F)F)oc3cc(OCC(=O)O)ccc3c2=O)cc1 | x | -4% | 9%
